# Screening results: PubChem, several laboratories
# PLC-beta3 inh: blocks human PLC-beta3 enzyme activity | inhibition, % at 12.2 µM | Purified PLC-beta3, fluorogenic substrate, fluorescence | actives 0.18% (n = 370,000); in the data active = inhibition above about 11%;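 also: 0% = median of compound wells on plate and 100% = full blocker control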
# ssDAF12 agonist: S. stercoralis DAF-12 activation, primary screen; HEK293 ssDAF-12/GRIP1 lit1-tk-luc reporter, luminescence; % of 3 µM dafachronic acid response; activation, % at 6.8 µM; actives 1% (n = 370,000); AID 652126;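 active = activation above the mean over all tested compounds plus 3 SD, cut at about 0.9% in these data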;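 also: 0% = DMSO-only wells and 100% = 3 µM delta7-dafachronic acid wells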
# hcDAF12 agonist: H. contortus DAF-12 activation, primary screen; HEK293 hcDAF-12 lit1-tk-luc reporter, luminescence; 0% DMSO, 100% Δ7-dafachronic acid; activation, % at 6.8 µM; actives 1.4% (n = 370,000);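 active = activation above the mean of all tested compounds plus 3 SD, cut at about 5.5% in these data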;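 also: 100% = response to 3 µM Δ7-dafachronic acid high control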
# NR1D1 modulator: modulators of human Rev-erb alpha DNA binding | Rev-erbα–FITC-DNA binding, fluorescence polarization, 90 min | activity, % at 10 µM | P20393 | AID 1259318 | actives 0.79% (n = 370,000);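 active = activity above about 14%, limit read from the data; passing the limit was not always enough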;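 also: 0% = DMSO wells with 35 nM protein and 100% = DMSO wells with 750 nM protein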
# Target sequence (P20393 whole entry, looked up): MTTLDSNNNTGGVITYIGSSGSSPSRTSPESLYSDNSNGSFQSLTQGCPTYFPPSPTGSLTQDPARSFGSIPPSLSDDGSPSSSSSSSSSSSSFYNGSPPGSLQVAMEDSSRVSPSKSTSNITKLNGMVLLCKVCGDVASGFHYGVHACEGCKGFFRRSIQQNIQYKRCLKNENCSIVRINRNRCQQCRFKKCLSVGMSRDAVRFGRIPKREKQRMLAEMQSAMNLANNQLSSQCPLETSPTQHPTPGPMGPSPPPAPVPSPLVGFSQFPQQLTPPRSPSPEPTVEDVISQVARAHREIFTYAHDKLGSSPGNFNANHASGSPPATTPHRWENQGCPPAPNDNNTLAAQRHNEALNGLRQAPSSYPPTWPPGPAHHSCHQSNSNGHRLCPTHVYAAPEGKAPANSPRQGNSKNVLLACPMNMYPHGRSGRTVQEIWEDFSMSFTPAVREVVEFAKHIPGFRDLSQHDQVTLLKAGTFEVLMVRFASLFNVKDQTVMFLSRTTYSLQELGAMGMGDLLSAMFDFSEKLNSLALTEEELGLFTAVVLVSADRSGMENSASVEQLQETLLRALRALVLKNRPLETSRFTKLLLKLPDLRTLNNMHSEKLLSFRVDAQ
# SMARCA2 act: activators of SMARCA2 function. actives 1% (n = 370,000). activation, % at 9.1 µM. AID 652017. MG213 cells, MMTV-luciferase reporter, dexamethasone, overnight; in the data active = activation above about 7.8%;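 also: 0% = vehicle wells and 100% = reference activator wells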
# hgDAF-12 ag: activates the H. glycines DAF-12 receptor ligand-binding domain; HEK293 GAL4-hgDAF12 UAS-luciferase reporter, agonist luminescence; normalized to butyrate control; activation, % at 6.8 µM; actives 1.8% (n = 370,000);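 active = activation above a cutoff set at the mean of all screened compounds plus 3 SD, cut at about 10% in these data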;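 also: 0% = DMSO wells and 100% = sodium butyrate wells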
# DAX1 inh-1: inhibits human nuclear receptor DAX1; P51843; HEK293 Gal4-DAX1 luciferase reporter, luminescence; inhibition, % at 6.75 µM; actives 0.99% (n = 340,000); AID 504766;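 active = inhibition above the mean over all tested compounds plus 3 SD, cut at about 4.2% in these data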;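 also: 0% = DAX1-transfected cells with DMSO and 100% = empty-vector control cells with DMSO; inhibition shows as a rise in luminescence from relieved DAX1 repression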
# Target sequence (P51843 207-470 limits assumed): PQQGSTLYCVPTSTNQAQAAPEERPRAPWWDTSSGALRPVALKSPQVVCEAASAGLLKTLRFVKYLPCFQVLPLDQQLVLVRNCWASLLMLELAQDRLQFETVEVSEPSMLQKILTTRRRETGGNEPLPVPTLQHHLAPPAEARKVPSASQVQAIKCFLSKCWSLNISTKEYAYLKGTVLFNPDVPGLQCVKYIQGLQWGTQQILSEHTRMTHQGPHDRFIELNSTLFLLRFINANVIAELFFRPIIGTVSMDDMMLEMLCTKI
# PLC-gamma1 inh: inhibitors of human phospholipase C gamma1; inhibition, % at 12.2 µM; AID 720700; purified PLC-gamma1, fluorogenic substrate, fluorescence; P19174; actives 0.84% (n = 370,000); in the data active = inhibition above about 9.5%
# DAX1 inh-2: inhibitors of DAX1 repression of SF-1 activated StAR promoter | actives 1.1% (n = 370,000) | AID 652010 | HEK293T StAR-luciferase reporter, SF-1/DAX-1 repression relief | inhibition, % at 6.8 µM;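 active = inhibition above the mean over all tested compounds plus 3 SD, cut at about 3.6% in these data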;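 also: 0% = DAX-1 cells with DMSO and 100% = cells lacking DAX-1 with DMSO; higher inhibition means more luminescence from relief of DAX-1 repression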
# MBD2 DNA inh: blocks human MBD2 binding to methylated DNA; inhibition, % at 4.4 µM; Q9UBB5; actives 0.31% (n = 370,000); TR-FRET, MBD2 binding to methylated oligonucleotide; in the data active = inhibition above about 13%
# ADAM17 inh: inhibitors of human ADAM17. P78536. recombinant ADAM17, EDANS/DABCYL FRET peptide cleavage. inhibition, % at 6.95 µM. actives 0.83% (n = 370,000);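 active = inhibition above the mean of compounds lying between control limits plus 3 SD, set per campaign, cut at about 8.5% in these data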;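 also: 0% = DMSO-only wells as the low control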
# * = called active by the depositor; / = no result given.
SMILES,PLC-beta3 inh,ssDAF12 agonist,hcDAF12 agonist,NR1D1 modulator,SMARCA2 act,hgDAF-12 ag,DAX1 inh-1,PLC-gamma1 inh,DAX1 inh-2,MBD2 DNA inh,ADAM17 inh
COc1cc(S(=O)(=O)N2CCC(c3nc4ccccc4s3)CC2)ccc1S(=O)(=O)N1CC(C)CC(C)C1 (stereo not drawn),0,-1.3,-2.4,2,-2,-1.4,0.7,2,-0.1,3,-5
CC(C)(C)c1ccc(-c2nnc(SCC(=O)c3ccc4ccccc4c3)n2-c2ccc(Cl)cc2)cc1,-3,-1.2,2.1,-1,-5,-2.9,/,-2,-0.2,-1,-1
COc1cccc(C(=O)Nc2c(C)nn(-c3ccccc3)c2C)c1,0,-0.2,-1.6,3,-3,-3.1,2.9,3,0.1,-4,1
Oc1ccc(C=NNc2nc3ccccc3s2)c(O)c1,-205,1.8*,9.6*,-2,0,13*,3.2,-160,2.3,-3,-5
CCOC(=O)C(C)Oc1cccc2c(=O)n(CC(=O)NCc3ccccc3)ccc12 (stereo not drawn),-8,-0.7,0.7,2,1,-2.8,4.0,0,2.6,2,-12
COc1ccc(-c2nnc(SCC(=O)N3CCOCC3)n2C)cc1OC,7,-1.4,-2.0,6,-3,-0.2,1.5,6,-0.4,7,-6
CC(C)CC(N=Cc1c(O)c2ccccc2oc1=O)C(=O)O (stereo not drawn),-5,-1.1,0.8,-1,-3,-0.4,0.9,9,-0.2,7,-5
Cc1ncc(C[n+]2ccc(C)c(C)c2)c(N)n1,0,-1.4,-0.4,-8,4,2.3,0.5,-1,1.3,2,-3
COc1cc(OC)c2nc(C)c3c(c2c1)N(c1ccc(O)cc1)CC3,-18,-1.5,-2.0,3,7,2.3,1.1,-17,-0.8,11,-3
CC1=C(C(=O)OC(C)C)C(c2cccnc2)n2ncnc2N1 (stereo not drawn),1,-1.5,-1.3,2,1,0.7,0.2,0,-0.1,0,0
CC(=O)c1ccc(N=Nc2ccc(N(C)C)cc2)cc1,6,1.0*,4.6,-6,5,13*,3.1,7,2.8,-2,4
COc1ccccc1NC(=O)N(C)C[C@@H]1OCc2cn(nn2)CCCC(=O)N([C@H](C)CO)C[C@H]1C,2,-0.6,-1.1,11,-2,1.4,1.6,-3,0.7,-5,0
CC(NC(=O)CNC(=O)C1CCCCC1)c1cccc(Cl)c1 (stereo not drawn),5,-1.4,-0.6,-3,-1,0.3,-1.1,4,0.2,-1,1
Cc1ccc(NC(=O)CSCC(=O)Nc2cc(S(=O)(=O)N3CCOCC3)ccc2OC(C)C)cc1,-1,-1.7,0.6,-3,-3,-0.4,0.1,-2,-0.3,-5,-2
Cc1ccc(S(=O)(=O)Nc2ccc(Cl)cc2)cc1NC(=O)c1cc2c(s1)CCCC2,2,-2.1,-6.4,-4,-4,-8.8,-4.0,3,-2.5,5,10*
Nc1cc([N+](=O)[O-])ccc1N1C(=O)CCCC1=O,-2,-1.6,-1.2,-2,-2,0.9,3.5,-1,0.1,1,-3
CCC(=O)Nc1cc(C(=O)OCC(=O)c2ccccc2Cl)ccc1C,-1,-1.1,-0.6,3,0,3.7,0.8,13*,1.1,0,3
CC1CC(C)CN(CCOc2ccc(Br)cc2)C1 (stereo not drawn),3,-0.7,-2.2,1,0,1.8,1.0,2,0.5,2,5
CN1C2=N[C@H](c3ccccc3Br)CC(=O)N2/C(=C\c2ccccc2)[C@@H]1c1ccccc1,4,-1.4,1.7,-2,/,-1.7,/,6,/,0,3
COc1cc(NC(=S)NC(=O)c2ccc(C(C)(C)C)cc2)ccc1NC(=O)c1cccs1,3,-0.8,-0.4,0,-3,-1.0,-0.7,1,0.5,1,-1

# Profiles as entered above. Order of screens: PLC-beta3 inh | ssDAF12 agonist | hcDAF12 agonist | NR1D1 modulator | SMARCA2 act | hgDAF-12 ag | DAX1 inh-1 | PLC-gamma1 inh | DAX1 inh-2 | MBD2 DNA inh | ADAM17 inh
# Listed for `Cc1ccc(NC(=O)CSCC(=O)Nc2cc(S(=O)(=O)N3CCOCC3)ccc2OC(C)C)cc1` : -1 | -1.7 | 0.6 | -3 | -3 | -0.4 | 0.1 | -2 | -0.3 | -5 | -2
# Listed for `Nc1cc([N+](=O)[O-])ccc1N1C(=O)CCCC1=O` : -2 | -1.6 | -1.2 | -2 | -2 | 0.9 | 3.5 | -1 | 0.1 | 1 | -3
# Listed for `CC(NC(=O)CNC(=O)C1CCCCC1)c1cccc(Cl)c1` (stereo not drawn) : 5 | -1.4 | -0.6 | -3 | -1 | 0.3 | -1.1 | 4 | 0.2 | -1 | 1
# Listed for `CC1CC(C)CN(CCOc2ccc(Br)cc2)C1` (stereo not drawn) : 3 | -0.7 | -2.2 | 1 | 0 | 1.8 | 1.0 | 2 | 0.5 | 2 | 5
# Listed for `COc1cc(NC(=S)NC(=O)c2ccc(C(C)(C)C)cc2)ccc1NC(=O)c1cccs1` : 3 | -0.8 | -0.4 | 0 | -3 | -1.0 | -0.7 | 1 | 0.5 | 1 | -1

# Later entries
SMILES,PLC-beta3 inh,ssDAF12 agonist,hcDAF12 agonist,NR1D1 modulator,SMARCA2 act,hgDAF-12 ag,DAX1 inh-1,PLC-gamma1 inh,DAX1 inh-2,MBD2 DNA inh,ADAM17 inh
COC(=O)C1=C(NC(=O)CCCCl)CCS1,-5,-0.3,-2.7,-2,-2,-1.2,1.1,2,-0.2,4,0
O=C(NC(Cc1ccccc1)C(=O)N1CCc2ccccc2C1)c1ccccc1 (stereo not drawn),-10,-0.8,-2.7,-2,-2,-1.1,-1.6,-1,-0.9,2,-3
COc1cc(OC)cc(-c2nnc(SCc3ccc(C(=O)O)cc3)o2)c1,-3,-0.2,2.0,-4,1,-0.3,2.3,-1,1.2,3,2
CC(NC(=O)C1CC1)C(c1cccs1)N1CCN(c2ccccc2)CC1 (stereo not drawn),-2,-1.0,-2.3,-6,-1,1.4,0.8,1,0.3,2,-5
COc1ccc(/C=C2\SC(=O)N(CCC(=O)N3CCN(C)CC3)C2=O)cc1,-3,-1.6,-0.9,3,1,4.6,1.8,2,0.3,2,0
COc1ccc(OCCCC(=O)N(CCC2=CCCCC2)c2c(N)n(Cc3ccccc3)c(=O)[nH]c2=O)cc1,-3,-0.4,-0.5,-7,3,-0.1,1.3,0,2.1,-3,-2
CCC(c1nnnn1-c1ccc2c(c1)OCCO2)N1CCN(c2ccc(C(F)(F)F)cc2[N+](=O)[O-])CC1 (stereo not drawn),-5,-0.4,-1.3,0,-1,-1.3,/,-1,-0.2,-3,-3
CC1=C(C(N)=O)C(c2ccc(Cl)cc2)NC(=O)N1 (stereo not drawn),0,-1.3,0.1,-2,1,-1.0,0.1,1,-0.4,1,-2
C/C(=N\NC(=O)c1ccc2ccccc2c1)c1cccs1,-17,0.1,3.3,1,5,13*,1.3,-9,9.8*,-2,-7
COc1ccc(C(=O)CSc2nc3ccccc3n2CC(=O)NC(C)(C)C)cc1,1,-1.0,-2.2,1,0,-1.1,-1.0,2,-0.3,1,0
NCCCC[C@H]1CNC(=O)C(=O)N1CCC12CC3CC(CC(C3)C1)C2,3,-1.4,0.4,2,1,-0.8,-0.3,1,0.0,-1,-5
O=C(Oc1ccc(-c2cn3c(n2)SCC3)cc1)c1ccccc1,1,-1.2,-0.8,1,-3,2.3,-0.8,2,0.1,-5,-5
CCn1cc(CNC(=O)C2CCC(=O)N(Cc3ccc(Cl)cc3)C2)cn1 (stereo not drawn),-6,-1.3,-2.1,2,-2,0.5,2.9,0,0.3,-4,-5
O=C(CCNS(=O)(=O)c1ccc2nsnc2c1)N1CCN(c2ccncc2)CC1,4,-1.7,0.4,2,3,0.7,0.3,9,-0.2,1,5
c1ccc(C2CCC3(CC2)CCC3NCc2cccs2)cc1 (stereo not drawn),-2,-1.5,-2.2,3,/,-1.1,/,2,/,0,-4
Cn1cc(Cl)c(C(=O)NNC(=S)NC2CCCCC2)n1,1,-0.9,2.3,0,0,5.1,1.5,0,1.1,-2,4
CNC(=S)NNC(=O)c1ccc(=O)n(Cc2ccc(Cl)cc2Cl)c1,4,-1.5,-1.1,2,-2,-4.8,-1.5,-1,-0.6,-2,1
CC1=C(C(=O)N(C)C)CC(CC(=O)NCc2cccc3ccccc23)C(=O)N1CCC1=CCCCC1 (stereo not drawn),-1,-1.2,-2.6,10,-4,-0.4,0.1,-1,0.5,6,-1
c1coc(CNc2nc(N3CCCCC3)nc3ccccc23)c1,-37,-1.5,-2.9,-4,-1,-3.3,-1.3,-31,-0.9,0,-102
Cc1cc(OCC(=O)Nc2nnc(C3CC3)s2)ccc1C(C)C,-5,-1.7,0.5,0,-1,0.0,0.2,1,1.3,2,-6

# Quoted from the listing:
# O=C(Oc1ccc(-c2cn3c(n2)SCC3)cc1)c1ccccc1 | ssDAF12 agonist = -1.2
# CCn1cc(CNC(=O)C2CCC(=O)N(Cc3ccc(Cl)cc3)C2)cn1 (stereo not drawn) | hcDAF12 agonist = -2.1
# c1coc(CNc2nc(N3CCCCC3)nc3ccccc23)c1 | PLC-beta3 inh = -37
# Cn1cc(Cl)c(C(=O)NNC(=S)NC2CCCCC2)n1 | ADAM17 inh = 4

# The list goes on.
SMILES,PLC-beta3 inh,ssDAF12 agonist,hcDAF12 agonist,NR1D1 modulator,SMARCA2 act,hgDAF-12 ag,DAX1 inh-1,PLC-gamma1 inh,DAX1 inh-2,MBD2 DNA inh,ADAM17 inh
CN(C)CCNc1nc2c(c(=O)[nH]c(=O)n2C)n1CC(O)COc1ccc(Cl)cc1Cl (stereo not drawn),2,-1.5,-1.6,8,1,0.7,-1.3,2,0.8,-1,-1
COCCCNC(=O)c1ccc(Cn2c(=O)[nH]c3ccccc3c2=O)cc1,7,-0.7,-2.1,-8,0,-0.8,-0.5,3,0.0,-1,-3
Cc1ccc(NC(=O)C2CCCCC2C(=O)O)cc1Cl (stereo not drawn),4,-0.3,-0.8,-6,0,2.2,-0.5,1,0.7,-2,3
O=C(c1cc(Br)c(Br)s1)N1CCOCC1,0,-1.2,-1.4,-5,0,-1.6,-0.2,0,0.0,-6,0
CC(O)(c1ccc(F)c(F)c1)c1nc(-c2cccc(C(F)(F)F)c2)cs1 (stereo not drawn),1,-1.6,-0.4,12,0,-0.9,/,0,-0.1,-1,11*
C=CCn1nnnc1SCC(=O)Nc1ccccc1C(=O)OC,4,-0.5,-1.5,-3,3,-1.2,0.4,-1,-0.2,1,-2
O=C(NCc1cccs1)C1CCN(S(=O)(=O)c2ccc3c(c2)OCCO3)CC1,3,-1.0,0.1,1,0,-0.8,2.0,-3,0.6,0,-4
Cc1ccc(S(=O)(=O)N2[C@@H](c3cccc(Cl)c3)C(C(=O)O)=CC[C@H]2c2ccc(C(C)C)cc2)cc1,-3,-1.3,-1.0,11,1,0.9,1.5,0,-0.3,-1,9.0*
Cc1cccc(NC(=O)Cn2nnc3sc4c(c3c2=O)CC(C)(C)OC4)c1,-5,-1.3,-0.1,5,-2,1.1,/,2,-0.4,4,-1
CC(C)CNC(=O)c1ccccc1N(Cc1ccccc1)S(C)(=O)=O,-3,0.5,-1.6,6,-1,0.3,2.7,-1,-0.1,2,-4
CCCCN(C)C(=O)c1cc2c(Cl)nc3ccccc3c2s1,-5,-0.9,-2.0,0,2,-3.2,0.5,2,0.4,2,0
CCOC(=O)C1(Cc2ccc(O)cc2)NC(c2ccccc2F)C2C(=O)N(C)C(=O)C21 (stereo not drawn),1,-1.5,-1.7,5,-3,-0.5,-2.4,4,-0.8,1,0

# Compounds as they come, and some 7.4% of all compounds hit somewhere here.
